# M4 antag: blocks acetylcholine activation of human M4 receptor. P08173. CHO-hM4 cells, ACh EC80, Fluo-8 calcium fluorescence. inhibition, % at 3 µM. actives 0.73% (n = 360,000);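 active = inhibition above its plate's cutoff, the mean inhibition of sample wells plus 3 SD, cut at about 27% in these data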;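 note: 0% = acetylcholine EC80 with DMSO and 100% = DMSO without agonist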
# Target sequence (P08173 whole entry, looked up): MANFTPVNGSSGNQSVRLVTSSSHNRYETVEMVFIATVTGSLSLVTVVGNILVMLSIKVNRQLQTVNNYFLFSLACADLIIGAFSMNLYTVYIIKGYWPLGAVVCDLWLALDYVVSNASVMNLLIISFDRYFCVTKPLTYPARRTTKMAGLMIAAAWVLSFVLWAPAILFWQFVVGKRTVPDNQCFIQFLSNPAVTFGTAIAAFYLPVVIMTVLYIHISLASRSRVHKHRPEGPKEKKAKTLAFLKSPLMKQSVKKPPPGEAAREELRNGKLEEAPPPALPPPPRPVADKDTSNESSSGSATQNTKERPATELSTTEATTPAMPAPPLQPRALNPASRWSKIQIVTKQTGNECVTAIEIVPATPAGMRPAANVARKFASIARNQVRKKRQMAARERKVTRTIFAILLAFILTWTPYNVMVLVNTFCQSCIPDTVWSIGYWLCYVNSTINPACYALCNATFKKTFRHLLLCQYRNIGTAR
# CHRM4 PAM: CHRM4 positive allosteric modulation | actives 0.4% (n = 360,000) | AID 624126 | P08173 | CHO-K1 hM4/Gqi5, Fluo-8 calcium fluorescence, ACh EC20; 0% = ACh EC20, 100% = maximal ACh | activation, % at 3 µM;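 active = activation above its plate's cutoff, the mean activation of sample wells plus 3 SD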; note: some results filed as inactive read as strong as hits
# M1 PAM parental: counter-screen for M1 PAMs: effect in parental CHO-K1 cells; actives 0.02% (n = 360,000); activation, % at 3 µM; ATP EC20, Fluo-8 calcium fluorescence; 0% at ATP EC20, 100% at ATP max;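 active = activation above the run cutoff, the mean activation of all test compounds plus 3 SD, cut at about 40% in these data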;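 note: peak over basal fluorescence ratio in a 140 s read after ATP addition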
# CHRM5 agonist: agonists of human muscarinic M5 receptor (CHRM5). CHO-K1 hM5 cells, Fluo-8 calcium fluorescence; 0% DMSO wells, 100% maximal acetylcholine response. activation, % at 3 µM. actives 0.19% (n = 360,000). AID 624037;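 active = activation above the run's mean over test compounds plus 3 SD, cut at about 23% in these data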;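 note: signal is peak over basal fluorescence ratio across the kinetic read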
# Target sequence (P08912 whole entry, looked up): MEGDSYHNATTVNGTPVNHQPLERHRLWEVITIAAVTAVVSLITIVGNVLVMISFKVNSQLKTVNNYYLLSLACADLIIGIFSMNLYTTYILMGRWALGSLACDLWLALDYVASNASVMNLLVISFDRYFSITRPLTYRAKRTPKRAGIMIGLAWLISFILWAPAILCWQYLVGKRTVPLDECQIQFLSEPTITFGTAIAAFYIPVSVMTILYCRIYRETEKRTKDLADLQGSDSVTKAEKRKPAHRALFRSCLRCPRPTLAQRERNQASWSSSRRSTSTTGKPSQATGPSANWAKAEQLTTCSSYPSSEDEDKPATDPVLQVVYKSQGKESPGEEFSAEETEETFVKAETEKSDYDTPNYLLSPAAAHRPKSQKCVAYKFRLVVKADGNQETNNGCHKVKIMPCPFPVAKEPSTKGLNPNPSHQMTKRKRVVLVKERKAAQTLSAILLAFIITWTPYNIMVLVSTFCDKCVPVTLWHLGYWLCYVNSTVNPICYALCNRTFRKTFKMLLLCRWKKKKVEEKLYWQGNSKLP
# CHRM5 antagonist: antagonists of human muscarinic M5 receptor (CHRM5); P08912; CHO-hM5 cells, Fluo-8 calcium fluorescence, ACh EC80; inhibition, % at 3 µM; actives 0.59% (n = 360,000);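 active = inhibition above a per-plate cutoff, the mean of that plate's test compounds plus 3 SD, cut at about 27% in these data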;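 note: 0% = acetylcholine EC80 with DMSO and 100% = DMSO without agonist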
# M5 PAM: positive allosteric modulators of human muscarinic M5 receptor; AID 624038; actives 0.3% (n = 360,000); P08912; CHO-K1 hM5, Fluo-8 calcium, ACh EC20 PAM; 0% = ACh EC20, 100% = ACh EC100; activation, % at 3 µM;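 active = activation above the run cutoff, the mean activation of all test compounds plus 3 SD, cut at about 18% in these data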
#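 system = human M5 receptor in CHO-K1 cells | compound = one concentration, 3 µM final (nominal) | schedule = Post-acetylcholine fluorescence recording 140 s | signal = Fluo-8 calcium dye fluorescence, kinetic read | benchmarks = low control EC20 acetylcholine (0%), high control EC100 acetylcholine (100%) | repeats = singlicate, one well per test compound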
# M1 ag parental: counter-screen for M1 agonists: effect in parental CHO-K1 cells; Fluo-8 calcium fluorescence; scaled to maximal ATP response, vehicle zero; activation, % at 3 µM; actives 0.48% (n = 360,000); AID 602248; in the data active = activation above about 15%;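 note: untransfected CHO-K1 host cells lacking M1 receptor as counterscreen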
# CHO-K1 Ca antag: nonselective inhibitor or artifact in parental CHO-K1 cells; inhibition, % at 3 µM; ATP-induced calcium, Fluo-8 fluorescence; actives 0.6% (n = 360,000);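 active = inhibition above a per-plate cutoff, the plate's mean sample inhibition plus 3 SD, cut at about 24% in these data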;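 note: 0% = DMSO plus EC80 ATP and 100% = DMSO alone without ATP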
# CHRM4 agonist: agonists of human muscarinic M4 receptor (CHRM4); P08173; CHO-K1 hM4/Gqi5, Fluo-8 calcium fluorescence; vehicle 0%, full acetylcholine response 100%; activation, % at 3 µM; actives 0.14% (n = 360,000);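 active = activation above the run mean over all test wells plus 3 SD, cut at about 32% in these data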;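 note: peak over basal fluorescence ratio per well then scaled between controls; 0% = DMSO wells and 100% = acetylcholine at EC100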
# * marks the source's active call; other numbers are inactive results.
SMILES,M4 antag,CHRM4 PAM,M1 PAM parental,CHRM5 agonist,CHRM5 antagonist,M5 PAM,M1 ag parental,CHO-K1 Ca antag,CHRM4 agonist
O=C(COC(=O)CN1C(=O)C2CCCCC2C1=O)Nc1cc(F)ccc1F (stereo unspecified),-6,4,16,2,0,6,0.4,0,3
O=C(NCc1ccco1)c1scc2c1OCCO2,-5,5,17,-3,0,2,0.2,-5,1
COc1cc(S(=O)(=O)Nc2ccc(Br)cc2)ccc1N,-8,-3,19,4,8,-13,3.5,-10,4
Cc1cc(O)c(-c2cc(C(=O)Nc3cccnc3)[nH]n2)cc1C,14,13,-4,6,11,-3,2.1,-10,7
CC(C)C[C@H](NC(=O)OC(C)(C)C)C(=O)N[C@@H](CO)[C@H](O)[C@@H]1C[C@@H]1C(=O)N1CCCC1,4,11,-11,3,-2,7,0.0,1,2
Cc1cccc(C)c1-n1c(C)cc(/C=N\NC(=O)CC(=O)NC2CCCCC2)c1C,-1,5,8,-1,2,8,-0.3,-5,0
CC(C)n1nnnc1SCC(=O)c1ccc2c(c1)OCCO2,0,3,7,-6,-7,-6,0.5,1,2
COc1ccc(C(=O)/C=C/c2ccccc2)c(OC)c1,5,-1,13,0,6,0,-0.4,-2,0
Cc1ccc(-c2ccnc3[nH]n(-c4ccccc4)c(=O)c23)cc1,-8,2,3,0,9,5,0.2,1,0
Cc1nnc(SCCn2c(N(C)Cc3ccccc3)nc3c2c(=O)n(C)c(=O)n3C)s1,-3,6,-13,0,16,-8,0.9,10,3
CCC(C)NC(=O)CCc1c(C)nc2c(c(C)nn2-c2ccccc2)c1C (stereo unspecified),-10,-8,-2,4,9,-5,5.4,-5,4
CCc1nnc(NC(=O)CCS(=O)(=O)c2ccc(C)cc2)s1,-7,3,2,3,6,2,-0.5,13,0
COc1ccccc1NCC(O)COc1ccc(C(C)(C)C)cc1 (stereo unspecified),-15,-4,-20,-5,0,5,-0.5,18,-1
COc1ccc(/C=C/C(=O)OCC(=O)c2ccccc2F)cc1,-4,1,0,5,-5,-6,-0.2,1,1
Cc1ccc(C)c(-c2nn(-c3cc(N4CCN(CCO)CC4)ccc3[N+](=O)[O-])c(=O)c3ccccc23)c1,3,2,4,5,3,-6,0.9,-30,7
CC(C)C(=O)Nc1ccnc(-c2cccnc2)n1,-2,8,12,0,-9,6,1.4,-11,1
COC(=O)Cc1ccc(NC(=O)C(c2ccccc2)c2ccccc2)cc1,-1,-2,16,-2,12,-5,1.5,-3,0
CSc1sc(C(=O)NN)c2c1C1(CCC2)SCCS1,-5,6,-6,2,-1,4,0.1,-1,1
O=C(COC(=O)/C=C/c1cccc(C(F)(F)F)c1)Nc1ccc(Cl)cn1,-4,5,20,3,3,0,0.7,-23,0
COc1ccc(C2C(C(=O)NCCCN3CCOCC3)c3ccccc3C(=O)N2c2ccc(OC)cc2)cc1 (stereo unspecified),7,-4,9,1,20,-1,0.3,-4,1
NC(=O)CC(NC(=O)Cc1cccc2ccccc12)c1ccc(NCc2ccccc2)c([N+](=O)[O-])c1 (stereo unspecified),-6,3,14,-2,0,8,-0.5,-13,0
Oc1ccc2sc(-c3ccccc3O)c(-c3ccc(OCCN4CCCCC4)cc3)c2c1,43*,-13,-3,7,18,-8,8.8,7,61*
COc1cccc(CN(C)C(=O)CNC(=O)c2ccc3c(c2)OCO3)c1OC,6,-3,1,0,2,0,1.1,0,2
COc1cccc(C(=O)NCc2ccc3c(c2)OCO3)c1OC,-5,-7,15,1,15,-2,1.1,-1,1
CS(=O)(=O)N(CC(=O)N1CCCC1)c1ccc2c(c1)OCCO2,-3,3,3,-4,9,-11,5.3,-2,2

# Reprinted at random: 3 entries already listed.
SMILES,M4 antag,CHRM4 PAM,M1 PAM parental,CHRM5 agonist,CHRM5 antagonist,M5 PAM,M1 ag parental,CHO-K1 Ca antag,CHRM4 agonist
CC(C)C(=O)Nc1ccnc(-c2cccnc2)n1,-2,8,12,0,-9,6,1.4,-11,1
COc1cccc(CN(C)C(=O)CNC(=O)c2ccc3c(c2)OCO3)c1OC,6,-3,1,0,2,0,1.1,0,2
NC(=O)CC(NC(=O)Cc1cccc2ccccc12)c1ccc(NCc2ccccc2)c([N+](=O)[O-])c1 (stereo unspecified),-6,3,14,-2,0,8,-0.5,-13,0

# Next entries.
SMILES,M4 antag,CHRM4 PAM,M1 PAM parental,CHRM5 agonist,CHRM5 antagonist,M5 PAM,M1 ag parental,CHO-K1 Ca antag,CHRM4 agonist
CCCCN1C(=O)c2ccc(C(=O)NC3=NCCS3)cc2C1=O,-7,10,11,7,-3,-5,1.5,-6,4
O=[N+]([O-])c1ccc(/C=N/n2c(-c3ccccc3)n[nH]c2=S)cc1,-1,3,-2,-3,2,4,0.2,5,0
Cc1cccc(-n2nnc(C(=O)NCc3ccccn3)c2N)c1,5,0,-4,-8,-4,8,0.8,-22,1
C(=Nc1ccc(N2CCOCC2)cc1)c1c[nH]c2ccccc12,-3,2,21,2,3,-2,1.7,-12,6
Cc1ccc(NC(=O)CCc2ccc(S(=O)(=O)N3CCOCC3)cc2)c(C)c1,8,19,12,-1,7,0,0.1,-6,0
O=C(CCC1CCCC1)NCCS(=O)(=O)N1CCN(c2ccc(F)cc2)CC1,-17,1,3,-3,-9,-8,1.9,-6,3
COc1cccc(NC(=O)C(OC(=O)c2ccccc2NS(=O)(=O)c2cccs2)c2ccccc2)c1 (stereo unspecified),9,-4,4,-2,3,-5,0.3,6,0
O=C(NNc1ccccn1)c1ccccc1CC[N+](=O)[O-],-3,-3,13,-3,5,0,0.1,-1,0
COC(=O)c1cn(NC(=O)CCC2CCCC2)c(=O)c2ccccc12,-7,11,4,-14,2,-2,0.8,4,2
CCc1ccc(C(O)c2ncc(-c3ccc(Cl)cc3)[nH]2)cc1 (stereo unspecified),-2,0,1,0,7,-3,0.7,2,4
O=C(c1nn2c(C(F)(F)F)cc(-c3ccccc3)nc2c1Cl)N1CCN2CCCC2C1 (stereo unspecified),-3,-1,8,-6,0,1,0.0,-10,4
COc1ccc(Cl)cc1C(=O)Nc1ccc2c(c1)OCCO2,7,-6,-1,-2,3,3,0.7,-12,1
CC(C)CC(NS(=O)(=O)c1ccc2c(c1)oc(=O)n2C)C(=O)N1CC=C(c2ccccc2)CC1 (stereo unspecified),-4,-9,3,-1,0,-6,1.1,19,8
CCOC(=O)/C(C#N)=C1/C=C(C)c2ccccc2N1,-11,8,16,-4,3,15,-1.7,-10,-1
CCCCN(CC)C(=O)/C=C/c1cccc([N+](=O)[O-])c1,5,-4,2,-5,-2,3,0.0,-4,1
O=C(N/N=C/c1cc(Cl)ccc1O)c1cccnc1,9,-5,-6,5,-8,-11,2.2,-3,2
Cn1c(-c2ccccc2)cnc1SCC(N)=O,-3,5,9,-1,2,-7,0.2,-1,0
CN1CCC(N(C)S(=O)(=O)c2ccc(NC(=O)COc3cccc(Cl)c3)cc2)CC1,-2,-4,-22,-6,8,-2,2.1,20,4
COCCN(C(=O)CSCc1ccccc1)c1c(N)n(Cc2ccccc2)c(=O)[nH]c1=O,-8,2,24,-5,24,-10,2.4,-13,0
CCC(C)NC(=O)c1ccc(NC(=O)C2CCCO2)cc1 (stereo unspecified),3,3,-1,1,-4,0,-0.4,13,1
Cc1ccc(C(=O)CNc2cccc([N+](=O)[O-])c2)cc1,-10,12,21,1,-3,-7,1.4,-16,1
Cc1cccc(NC(=O)CSc2nnc(CNC(=O)c3ccco3)n2C)c1,2,0,6,-3,0,3,0.1,-5,1
COc1ccc(/C=N/N2CCN(C)CC2)c(OC)c1OC,2,-4,20,1,-4,-1,0.2,-21,1
Cc1cccc(N(CC(=O)NC2CCCC2)C(=O)c2cc3cc4cccc(C)c4nc3s2)c1C,4,-1,3,2,4,-6,0.0,-10,-2
Cc1nc2ccc(F)cc2cc1C(=O)Nc1ccc(Cl)c(Cl)c1,2,7,18,0,12,2,1.2,-1,3

# Later entries
SMILES,M4 antag,CHRM4 PAM,M1 PAM parental,CHRM5 agonist,CHRM5 antagonist,M5 PAM,M1 ag parental,CHO-K1 Ca antag,CHRM4 agonist
CCOC(=O)C1C(=O)C=C(c2ccc([N+](=O)[O-])cc2)CC1c1ccccc1 (stereo unspecified),6,-8,19,-1,9,-11,1.5,-8,4
CCc1nc2ccccc2c(C(=O)Nc2ccc(F)cc2)c1C,10,-4,2,0,-1,-1,0.5,-9,1
COC(=O)CCC(=O)Nc1nc(-c2ccccc2)cs1,-17,6,-13,1,-6,-3,-0.3,15,3
O=C(NN1C(=O)c2ccccc2C1=O)c1ccncc1,-4,3,24,2,7,7,0.1,-18,1
CCOC(=O)C1CCN(S(=O)(=O)c2ccc(NC(=O)c3ccco3)cc2)CC1,2,-6,-12,0,-9,-7,5.8,12,16
CCNC(=O)C1CCCN(Cc2ccc3ccccc3c2Br)CC1 (stereo unspecified),12,-10,14,-1,0,-1,1.2,-10,1
CCCCc1nc(C(N)=O)c2[nH]c(=O)n(-c3ccc(OC)cc3OC)c2n1,-5,-3,20,-3,15,-9,2.5,-4,8
Cc1ccc(S(=O)(=O)NCCC(=O)Nc2nnc(C3CC3)s2)cc1C,1,-2,7,-7,3,1,0.4,-2,1
Cc1cnc(C(=O)OCC(=O)Nc2ccc(Cl)cc2)cn1,12,-5,1,2,3,-1,0.3,1,0
COc1ccc(-n2nnnc2SCC(=O)NC2CC2)cc1,-15,9,4,0,3,-6,0.1,-8,1
Cc1ccc(/C=C/c2nnc(-c3ccccc3)o2)cc1,3,7,23,0,-5,-3,0.6,-20,-1

# In the list so far, these contain a Cl atom:
SMILES,M4 antag,CHRM4 PAM,M1 PAM parental,CHRM5 agonist,CHRM5 antagonist,M5 PAM,M1 ag parental,CHO-K1 Ca antag,CHRM4 agonist
O=C(COC(=O)/C=C/c1cccc(C(F)(F)F)c1)Nc1ccc(Cl)cn1,-4,5,20,3,3,0,0.7,-23,0
CCc1ccc(C(O)c2ncc(-c3ccc(Cl)cc3)[nH]2)cc1 (stereo unspecified),-2,0,1,0,7,-3,0.7,2,4
O=C(c1nn2c(C(F)(F)F)cc(-c3ccccc3)nc2c1Cl)N1CCN2CCCC2C1 (stereo unspecified),-3,-1,8,-6,0,1,0.0,-10,4
COc1ccc(Cl)cc1C(=O)Nc1ccc2c(c1)OCCO2,7,-6,-1,-2,3,3,0.7,-12,1
O=C(N/N=C/c1cc(Cl)ccc1O)c1cccnc1,9,-5,-6,5,-8,-11,2.2,-3,2
CN1CCC(N(C)S(=O)(=O)c2ccc(NC(=O)COc3cccc(Cl)c3)cc2)CC1,-2,-4,-22,-6,8,-2,2.1,20,4
Cc1nc2ccc(F)cc2cc1C(=O)Nc1ccc(Cl)c(Cl)c1,2,7,18,0,12,2,1.2,-1,3
Cc1cnc(C(=O)OCC(=O)Nc2ccc(Cl)cc2)cn1,12,-5,1,2,3,-1,0.3,1,0

# Screens (PubChem)
